# Scp1 inh = Scp-1 phosphatase inhibitors, primary screen, biochemical, colorimetric, uHTS | Carboxy-terminal domain RNA polymerase II polypeptide A small phosphatase 1 (Homo … | Recombinant Scp1, phosphopeptide, malachite green phosphate absorbance | inhibition, % at 20 µM | actives 0.88% (n = 340,000);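 active = inhibition above about 50% at 20 µM, limit read from the data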;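 also: plate controls were DMSO wells with enzyme for no effect and wells lacking enzyme for full effect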
# Target sequence (Q9GZU7 76-261 limits assumed): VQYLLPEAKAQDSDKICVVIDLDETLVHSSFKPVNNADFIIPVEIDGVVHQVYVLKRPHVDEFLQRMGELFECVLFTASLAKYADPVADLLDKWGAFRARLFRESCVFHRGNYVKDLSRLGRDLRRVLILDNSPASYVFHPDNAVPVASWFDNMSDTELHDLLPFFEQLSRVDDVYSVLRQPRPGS
#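 System: truncated SCP-1 phosphatase (76-261aa); medium: Tris acetate buffer pH 5.5 with MgCl2 and Tween-20; incubation: 45 min room-temperature reaction, 5 min colour, 30 min stabiliser; compound: single 20 µM dose, 1% DMSO; reagent: Phosphorylated 17-residue peptide substrate; read-out: % inhibition at 20 µM; technique: colorimetric free-phosphate detection, absorbance 630 nm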
# Rpn11 inh = Rpn11 (PSMD14) deubiquitinase inhibitors, primary screen, biochemical, fluorescence polarization, uHTS; 26S proteasome non-ATPase regulatory subunit 14 (Homo sapiens), O00487; human 26S proteasome, Ub4-pepOG fluorescence polarization; 20S core pre-blocked with epoxomicin; calls only at 20 µM; actives 0.59% (n = 360,000); AID 588493, 2011;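 active = inhibition at 20 µM, scaled to each plate's controls, above about 33%, limit read from the data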
# NadD inh = inhibitors of S. aureus NadD, primary screen, biochemical, colorimetric, uHTS; inhibition, % at 20 µM; actives 0.78% (n = 360,000); Nicotinate-nucleotide adenylyltransferase NadD (Staphylococcus aureus N315); AID 602399, 2012; purified NadD enzyme, colorimetric absorbance read-out; in the data active = inhibition above about 26%; also: some compounds past the cut are filed as inactive
# Tb MetRS inh = T. brucei MetRS inhibitors, primary screen, biochemical, luminescence; inhibition, % at 11.9 µM; actives 0.4% (n = 360,000); methionyl-tRNA synthetase (Trypanosoma brucei brucei); AID 624268, 2012; purified T. brucei MetRS, ATP depletion, Kinase-Glo luminescence;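 active = inhibition above a per-plate cutoff of the control wells' mean inhibition plus 3 SD, cut at about 5.5% in these data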;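 also: 0% = DMSO wells median and 100% = median of wells with control inhibitor compound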
#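 Material: T. brucei methionyl-tRNA synthetase, purified; reagent: substrates ATP, L-methionine and bulk Escherichia coli tRNA; dosing: 11.9 µM single point; timing: 15 min plus 2 h at 25 °C; detection: luminescence of leftover ATP; evaluation: % inhibition; control set: DMSO-only wells as low control; replicates: singlicate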
# DNMT1 block = human DNMT1 methyltransferase inhibitors, primary screen, biochemical, molecular beacon, fluorescence, HinP1I cleavage, uHTS; DNA (cytosine-5)-methyltransferase 1 (Homo sapiens), P26358; AID 588458, 2011; actives 0.83% (n = 360,000); inhibition (reported as % activation of signal), % at 10 µM; in the data active = inhibition above about 50%
# STEP inh = STEP phosphatase inhibitors, primary screen, biochemical, fluorescence intensity, uHTS; Tyrosine-protein phosphatase non-receptor type 5 (Homo sapiens), P54829; recombinant STEP, OMFP fluorogenic substrate; inhibition, % at 20 µM; actives 0.25% (n = 360,000); AID 588621, 2011;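 active = inhibition at 20 µM, scaled per plate between control wells, above about 37%, limit read from the data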;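 also: 0% = DMSO with enzyme and substrate and 100% = substrate only without enzyme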
# Target sequence (P54829 whole entry, looked up): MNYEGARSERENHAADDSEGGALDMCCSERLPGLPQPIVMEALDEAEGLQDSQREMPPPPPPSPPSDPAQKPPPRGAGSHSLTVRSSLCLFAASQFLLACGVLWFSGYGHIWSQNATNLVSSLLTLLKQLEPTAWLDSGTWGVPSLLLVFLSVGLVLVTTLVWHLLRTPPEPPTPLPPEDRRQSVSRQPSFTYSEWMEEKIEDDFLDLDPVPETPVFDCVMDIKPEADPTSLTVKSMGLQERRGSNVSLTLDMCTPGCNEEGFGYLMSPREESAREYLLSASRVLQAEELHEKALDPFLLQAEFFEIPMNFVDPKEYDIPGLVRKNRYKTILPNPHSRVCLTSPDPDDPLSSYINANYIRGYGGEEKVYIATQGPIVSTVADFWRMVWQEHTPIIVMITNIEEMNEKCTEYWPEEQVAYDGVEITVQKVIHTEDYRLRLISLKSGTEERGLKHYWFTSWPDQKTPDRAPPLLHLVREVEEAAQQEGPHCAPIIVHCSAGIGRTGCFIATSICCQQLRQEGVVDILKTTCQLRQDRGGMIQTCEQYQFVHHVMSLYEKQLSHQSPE
#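 material = STEP tyrosine phosphatase | reagent = fluorogenic phosphatase substrate OMFP at 25 µM final | doses = single compound dose of 20 µM, 1% DMSO final | schedule = 20 min reaction, room temperature, in the dark | measured by = fluorescence, 480/540 nm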
# SUMO1 PPI mod = modulators of SUMO1 protein-protein interactions, primary screen, biochemical, uHTS; Small ubiquitin-related modifier 1 (Homo sapiens), P63165; actives 0.33% (n = 360,000); inhibition, % at 20 µM; AID 602429, 2012; SUMO1 binding to a labelled peptide, TR-FRET, 1 h; in the data active = inhibition above about 37%
# Target sequence (P63165 whole entry, looked up): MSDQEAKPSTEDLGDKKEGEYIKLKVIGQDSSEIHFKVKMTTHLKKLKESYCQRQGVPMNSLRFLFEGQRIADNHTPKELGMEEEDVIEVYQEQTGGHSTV
# MsrA inh = bovine MsrA enzyme inhibitors, primary screen, biochemical, absorbance, HTS; Methionine sulfoxide reductase A (Bos taurus); purified bovine MsrA, absorbance read-out; inhibition, % at 15.5 µM; actives 0.75% (n = 360,000); AID 651718, 2012; in the data active = inhibition above about 4.5%;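 also: 0% = vehicle wells with enzyme and 100% = reference inhibitor wells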
# LMPTP block = LMPTP phosphatase inhibitors, primary screen, biochemical, fluorescence intensity, uHTS | recombinant LMPTP-A, OMFP fluorogenic substrate | inhibition, % at 20 µM | actives 0.22% (n = 360,000) | AID 651560, 2012;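 active = compounds that cut the enzyme signal by at least half of the control window in the single-dose screen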;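 also: plate controls were DMSO wells with enzyme plus substrate for no effect and substrate without enzyme for full effect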
# Target sequence (P24666 whole entry, looked up): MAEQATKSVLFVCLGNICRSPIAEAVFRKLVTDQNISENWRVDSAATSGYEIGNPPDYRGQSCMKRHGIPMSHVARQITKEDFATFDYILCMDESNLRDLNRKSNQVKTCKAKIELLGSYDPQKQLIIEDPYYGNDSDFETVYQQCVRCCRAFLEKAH
#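 test system = LMPTP-A | amount = 0.625 nM LMPTP-A final | reagent = fluorogenic phosphatase substrate OMFP at 400 µM final | incubation = 50 min at room temperature | benchmarks = no-enzyme low control, uninhibited high control | medium = Bis-Tris pH 6.0, DTT, detergent | signal = fluorescence intensity of OMFP turnover product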
# CSN inh = inhibitors of CSN-mediated cullin deneddylation, primary screen, biochemical, fluorescence polarization, uHTS; COP9 signalosome complex subunit 5 (Homo sapiens), Q92905; Purified CSN, SCF-Nedd8-OG deneddylation; inhibition, % at 12.5 µM; actives 0.38% (n = 360,000); AID 651999, 2013;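 active = pattern-corrected inhibition above about 35%, with an unprinted fluorescence ratio check between 0.5 and 1.5, limit read from the data, passing the limit was not always enough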;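 also: 0% = enzyme with substrate and 100% = substrate without enzyme; some results filed as inactive read as strong as hits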
#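 Assay system: Purified human Csn5 enzyme expressed in HEK293T cells | Amount: Enzyme 0.24 nM | Measured by: Fluorescence polarization readout | Medium: Tris/NaCl/DTT buffer, pH 7.5 | Compound dosing: One concentration, 12.5 µM, 0.25% DMSO | Times: 90 min incubation of compound, enzyme and substrate at room temperature | Control set: no-enzyme wells high, enzyme-with-substrate wells low | Read-out: % inhibition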
# Numbers without * were called inactive; i = inactive; / = not tested or not shown.
Scp1 inh	Rpn11 inh	NadD inh	Tb MetRS inh	DNMT1 block	STEP inh	SUMO1 PPI mod	MsrA inh	LMPTP block	CSN inh	Structure
-3	i	-12	-0.6	-13	1	2	-0.9	-0.3	-6	C/C(CC(=O)Nc1ccc(F)cc1)=N\NC(=O)COc1ccccc1
-3	i	3	-0.4	-2	1	3	0.2	0.9	-3	CC(C)(CNC(=O)c1ccc(Cl)c(S(=O)(=O)N2CCc3ccccc3C2)c1)N1CCOCC1
-14	i	-10	-0.8	0	4	0	0.1	0.0	4	COc1ccc(-n2cc(CNCCN3CCOC3=O)c(-c3ccccc3Cl)n2)cc1
-14	i	-15	0.1	0	3	-16	-0.2	-0.9	1	CN(C)CCOC1c2ccccc2CCc2ccc3ccccc3c21 (configuration not stated)
-3	i	6	0.1	-2	0	5	-1.1	-0.1	3	O=C(O)c1ccc(S(=O)(=O)N2CCC(Cc3ccccc3)CC2)cc1
-4	i	5	0.5	2	-2	0	-0.6	0.2	5	CCn1cc(S(=O)(=O)NC(C)c2cc(OC)ccc2OC)cn1 (configuration not stated)
-8	i	2	-0.2	-17	-2	-1	0.8	1.2	6	Cc1c(C(=N)C(C#N)C#N)c(=N)oc2c1ccc1ccccc12
1	i	-4	-0.7	-4	-1	7	0.8	-1.5	0	Nc1cccnc1S(=O)(=O)c1ccccc1
-10	i	-2	-0.8	1	-1	1	-0.9	-0.6	5	CCOc1ncccc1C(=O)OCC(=O)N1CCc2ccccc21
-2	i	0	-0.7	-6	-1	4	1.4	1.8	-2	COc1ccc(Br)cc1C(=O)Nc1ccc(C(=O)O)cc1
-11	i	1	-0.2	-4	4	-5	-1.8	9.2	3	O=C(CSc1nnc(SCc2cccc3ccccc23)s1)Nc1ccc(C(=O)O)cc1
11	i	0	-0.3	1	-2	-1	0.5	-0.8	1	CCNC1CCS(=O)(=O)C1 (configuration not stated)
-8	i	-2	-0.3	-4	2	3	-0.1	2.8	2	CCC1(c2ccccc2)NC(=O)N(CC(=O)Nc2ccccc2N2CCCCC2)C1=O (configuration not stated)
-16	i	-2	-0.7	0	1	-3	-0.7	-0.3	1	CCN(CCn1cccn1)Cc1c(C(=O)N2CCCCCCC2)nc2ccc(Cl)cn12
-7	i	-5	-0.8	2	1	1	-0.8	-1.5	-13	COC(=O)CSc1nnc(-c2cnccn2)n1C
-7	i	-10	-0.3	2	0	1	0.1	-1.4	-1	C=CCOc1ccccc1CN1CCN(CCc2ccccc2)C(CCO)C1 (configuration not stated)
4	i	-2	0.4	-1	6	0	2.1	-1.1	-2	COc1cc(Cl)c(CNC[C@H]2O[C@@H](n3cnc4c(N)ncnc43)[C@H](O)[C@@H]2O)c(Cl)c1O
-9	i	-6	0.4	-8	-3	4	-0.2	0.4	1	COc1ccccc1CNc1nc(S(=O)(=O)c2ccccc2)c(Cl)s1
1	i	4	0.0	3	3	-2	0.9	-3.3	2	COc1ccccc1CC(=O)N1CCN(c2ccccn2)CC1
-4	i	1	-1.4	-2	-6	-4	-0.6	-1.5	1	COc1ccc(CNC(=O)CN(CC2CCCO2)C(=O)CNS(=O)(=O)c2ccccc2)cc1 (configuration not stated)
-5	i	6	-0.5	-7	-4	-15	1.6	-2.8	1	COC(=O)C1CCN(C(=O)C2CC(=O)N(c3ccc(C)c(Cl)c3)C2)CC1 (configuration not stated)
-6	i	-4	1.4	-4	-2	-23	1.1	-0.3	2	O=C(CN1N=C(C(F)(F)F)CC1(O)c1ccc([N+](=O)[O-])cc1)c1ccccc1 (configuration not stated)
-14	i	5	0.5	1	-2	-2	2.5	0.0	5	O=C(c1ccc(O)cc1)c1ccc(C(=O)c2ccc(O)cc2)cc1
-2	i	0	-0.3	7	0	-1	0.3	-0.7	-2	O=C(CNC(=O)c1ccc(Cl)cc1Cl)OCC(=O)N1CCN(c2ccccc2)CC1
-3	i	2	-0.3	3	-1	-2	0.4	-8.6	1	CCC(=O)Nc1ccc(C(=O)NCCCn2ccnc2)cc1
-1	i	-3	-0.5	-9	0	11	2.9	-0.6	13	CCn1c(=S)[nH]c2scc(-c3cccs3)c2c1=O
-2	i	-5	-0.6	-18	2	-3	-0.1	1.7	3	COc1ccc(-c2csc(Nc3ncccc3C)n2)cc1
6	i	-4	-1.0	0	0	3	-0.5	0.9	-2	Cc1nc2ccc(-c3nc4ccccc4o3)cc2[nH]1
-2	i	-2	-0.4	3	1	1	0.4	-0.5	-9	C=CCOC(=O)c1c(C)nc2cc3c(cc2c1C)OCO3
-4	i	3	-1.5	0	-13	0	-0.8	0.2	-3	COC(=O)C1CSC(C(=O)OC)N1C(=O)Nc1ccc(Cl)cc1 (configuration not stated)
96*	i	16	-1.0	5	0	2	5.8*	-0.3	-2	CC1CC(C)C[N+](=C2C=C(N3CCCC3)CC(C)(C)C2)C1 (configuration not stated)
-7	i	-9	-0.4	0	-2	13	0.2	3.3	-1	COc1ccc2oc(C(=O)OCC(=O)NCc3ccc(OC)c(OC)c3)c(C)c2c1
-5	i	0	-0.2	0	1	-1	-1.6	0.4	-4	Cc1cc(C(=O)Nc2ccncc2)c2ccccc2n1
-5	i	3	-0.1	2	1	-3	-0.6	-0.7	-3	Cc1cc(NC(=O)CS(=O)(=O)c2c[nH]c3ccccc23)no1
-9	i	-1	-0.1	0	0	-9	-0.9	0.4	3	CN(C)c1ccc(CN(C(=O)c2ccc(Cl)c([N+](=O)[O-])c2)C2CCS(=O)(=O)C2)cc1 (configuration not stated)
/	i	-2	-1.2	-2	1	-1	0.8	-0.7	-4	COc1ccc(CN(C)C(=O)[C@H]2O[C@@H](n3ccc(=O)[nH]c3=O)[C@H](O)[C@@H]2O)cc1OC
0	i	-1	-0.8	-3	-2	0	-0.5	0.1	1	O=C(NC1CCCCC1)C(c1ccc(F)cc1)N(Cc1ccco1)C(=O)c1csnn1 (configuration not stated)
3	i	-4	-0.6	-2	0	-22	-0.5	0.8	1	COc1ccc(C)cc1NC(=O)CSc1nnc2ccc(-c3ccccn3)nn12
1	i	-6	0.0	-1	0	1	-0.6	-0.3	-1	Cc1sc(N)nc1-c1ccc2c(c1)OCCO2
-16	i	-3	-1.2	8	1	-16	0.7	3.1	-1	COc1ccc2[nH]c(C(=O)O)c(NC(=O)c3ccccc3[N+](=O)[O-])c2c1
7	i	0	0.1	3	8	12	1.1	-2.0	-2	CC(=O)Nc1ccc(NC(=O)CSc2nc(N)c(NC(=O)c3ccco3)c(=O)[nH]2)cc1
-14	i	-5	-0.1	-4	0	2	0.8	0.0	4	COc1ccc(CCNC(=O)C(=O)NCc2cccs2)cc1OC
-4	i	12	0.5	-2	5	0	-1.0	-0.4	1	CC(C)n1cc(NC(=O)COc2ccccc2Cl)cn1
-6	i	3	-0.2	1	-1	-3	0.4	-0.6	-7	O=C(CCS(=O)(=O)c1ccc(F)cc1)Nc1nnc(-c2cccs2)o1
-5	i	5	-0.5	7	-2	2	-0.3	-1.8	2	O=C(c1ccncc1)N1CCN(S(=O)(=O)c2cccc(C(F)(F)F)c2)CC1
0	i	-6	0.0	1	3	6	-0.5	-0.5	7	NC(=O)C1(N2CCCCC2)CCN(S(=O)(=O)c2ccccc2)CC1
-5	i	-3	-0.7	1	-3	-22	1.3	0.4	7	O=C(N/N=C/c1cccc2ccccc12)C(=O)N1CCCC1
-7	i	41*	0.2	-27	3	4	-0.7	4.9	2	Cc1ccc(-c2nn(-c3ccccc3)cc2/C=N/n2c(-c3cccs3)n[nH]c2=S)cc1
-8	i	-6	0.0	0	2	4	-0.8	-0.6	3	COc1cccc(OCc2cc(C(=O)N3CCN(C4CCCCC4)C(=O)C3)no2)c1
-10	i	-7	-0.5	0	-2	3	0.2	-1.0	0	CCOC(=O)Cn1cnc2c(nnn2-c2cccc(OC)c2)c1=O
-10	i	-9	-0.8	4	1	2	0.5	-1.4	2	CC1(C)C2CCC(C2)C1(C)NC(=O)CNCC1CCCCC1 (configuration not stated)
-12	i	1	0.1	-7	8	-3	0.4	4.8	-3	Cc1ccccc1CNC(=O)c1ccc(CSCc2ccccc2)cc1
2	i	2	-0.6	2	2	6	0.3	2.8	4	CC(C)c1cc(-c2cc(C(=O)NCc3ccccc3)on2)nc(NCC2CC2)n1
-11	i	-2	-0.3	1	-3	-1	-1.1	-1.3	2	Cc1cc(C)n(CCN(C)C(=O)C2CCC(=O)N(CCN3CCOCC3)C2)n1 (configuration not stated)
-5	i	-4	-0.2	2	-2	5	-1.1	-2.3	5	COc1ccccc1N(CC(=O)NC1CCCCC1C)S(=O)(=O)c1cccs1 (configuration not stated)

# Arranged by value in NadD inh (smallest number first): some entries from above.
Scp1 inh	Rpn11 inh	NadD inh	Tb MetRS inh	DNMT1 block	STEP inh	SUMO1 PPI mod	MsrA inh	LMPTP block	CSN inh	Structure
-7	i	-5	-0.8	2	1	1	-0.8	-1.5	-13	COC(=O)CSc1nnc(-c2cnccn2)n1C
-4	i	1	-1.4	-2	-6	-4	-0.6	-1.5	1	COc1ccc(CNC(=O)CN(CC2CCCO2)C(=O)CNS(=O)(=O)c2ccccc2)cc1 (configuration not stated)
-5	i	3	-0.1	2	1	-3	-0.6	-0.7	-3	Cc1cc(NC(=O)CS(=O)(=O)c2c[nH]c3ccccc23)no1
-14	i	5	0.5	1	-2	-2	2.5	0.0	5	O=C(c1ccc(O)cc1)c1ccc(C(=O)c2ccc(O)cc2)cc1

# Screening results deposited in PubChem by several laboratories.
